Nrf2 ARE act – activates Nrf2 signaling; Potency, µM (series often up to 46.1 µM), for inactives: top-dose activation, most hits filed as activators; AREc32 ARE-luciferase reporter (MCF7-derived line), luminescence, 24 h; 0.31% of 410,000 active; AID 624171; also: potency is read from the fitted curve at half-maximal effect; % of control where 0% means no effect; nearly all actives have a fitted effect of over 65% in size
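Nrf2 activation is followed as ARE-luciferase induction in the AREc32 line after one day of compound treatment; luminescence is read with Steady-Glo.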
MmCpn inh – inhibitors of Methanococcus maripaludis chaperonin (MmCpn); purified Mm-Cpn ATPase, ADP Transcreener TR-FRET; Potency, µM (doses to about 76.9 µM), without a hit: at the top dose activity, negative = inhibition, actives largely listed as inhibitors; 0.031% of 330,000 active; AID 504842; also: potency is read from the fitted curve at half-maximal effect; % is scaled to controls: 0 for no effect and ±100 for the full control effect; nearly all actives have a fitted effect of over 80% in size
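Inhibition of chaperonin ATP hydrolysis is measured as reduced ADP production, detected by competitive TR-FRET in which signal falls with ADP. Final enzyme 25 nM and ATP 10 uM, reacted 30 min at 37°C.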
ATXN viability – viability counter-screen for ATXN expression inhibitors | AID 651635 | 0.49% of 400,000 active | S2 cells (HEK-293 line with an ATXN2-luciferase reporter) viability, CellTiter-Fluor protease fluorescence, 24 h | Potency, µM (top dose mostly 56.7 µM), hits mostly cytotoxic; also: potency is read from the fitted curve at half-maximal effect; nearly all actives have a fitted effect of over 40% in size
TGFb SMAD3 inh – TGF-b pathway inhibition; HepG2 CAGA-GFP TGF-b/SMAD3 reporter, GFP fluorescence, 18 h; TGF-beta stimulated, 500 pg/mL final; Potency, µM (top dose mostly 46.1 µM), without a hit: at the highest dose activity, negative = inhibition, hits mostly inhibitors; 1.2% of 410,000 active; also: potency is read from the fitted curve at half-maximal effect; % is scaled to controls: 0 for no effect and ±100 for the full control effect; nearly all actives have a fitted effect of over 65% in size
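Smad-responsive CAGA-GFP expression was quantified in HEPG2 cells exposed to compounds and 500 pg/mL final TGF-beta for 18 h at 37 degrees C; unstimulated wells defined full inhibition.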
CCT modulator – changes cytosolic chaperonin activity; activity change, % (test concentration not listed), hits read low; purified chaperonin ATPase assay, HTRF ADP detection, 30 min; 0.3% of 360,000 active; in the data active = activity change below about -30%; also: % is scaled to controls: 0 for no effect and ±100 for the full control effect
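We incubate TRiC, 40 or 20 nM final, with library compounds at 76 uM and 10 uM ATP for 30 min at 37 °C. ADP formed is detected with Transcreener HTRF reagents after 30 min at room temperature.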
Nrf2 inh – blocks Nrf2 signaling. A549 ARE-Fluc reporter, luciferase luminescence, 18-24 h. Potency, µM (doses to about 46 µM), for the others: top-dose activity change, negative = inhibition, most hits filed as inhibitors. 2.1% of 360,000 active; also: potency is read from the fitted curve at half-maximal effect; % is scaled to controls: 0 for no effect and ±100 for the full control effect; nearly all actives have a fitted effect of over 60% in size
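Two sequential reads on A549 ARE_Fluc cells exposed to compound for 18-24 h: a CellTiter-Fluor fluorescence read for viability, then a luciferase luminescence read for Nrf2/ARE activity.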
A549 viability – kills or reduces viability of A549 cells in Nrf2 counter-screen; Potency, µM (series often up to 46 µM), for the others: at the top dose activity change, negative = cytotoxicity, actives largely listed as inhibitors; A549 ARE-Fluc cells, CellTiter-Fluor viability, 18-24 h; 0.16% of 390,000 active; AID 504648; also: potency is read from the fitted curve at half-maximal effect; % is scaled to controls: 0 for no effect and ±100 for the full control effect
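Cytotoxicity counterscreen: CellTiter-Fluor fluorescence was measured in A549 ARE_Fluc cells after 18-24 h of compound exposure in a concentration series. The subsequent BugLite luminescent read reports ARE-luciferase activity.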
HepG2 tox – kills HepG2 cells in TGF-b inhibitor counter-screen | HepG2 CAGA-GFP viability, ATP luminescence, 18 h | Potency, µM (highest dose often 46.1 µM), for the others: at the top dose activity change, negative = cytotoxicity, usual class: cytotoxic | 0.76% of 410,000 active | AID 588856; also: potency is read from the fitted curve at half-maximal effect; some results filed as inactive show a strong effect at the top dose
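CellTiter-Glo luminescence gave cytotoxicity after 18 hours at 37 degrees C. The cells were HepG2 CAGA-GFP in 1% FBS DMEM, stimulated with 500 pg/mL TGF-beta after compound addition. %Activity was normalised to no-cell wells (complete cell-killing) and DMSO (no toxicity), and curves were fitted and classified.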
Akt phos inh – inhibitors of Akt phosphorylation | Neuro2A IGF-stimulated pAkt S473 HTRF, 20 min; stronger effect = lower value | activity change, % for hits at 50 µM | 0.32% of 360,000 active; in the data active = activity change below about -80%; inconclusive = mostly about -51% to -80%; also: % is scaled to controls: 0 for no effect and ±100 for the full control effect
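Neuro2A cells in DMEM with 0.5% FBS, overnight at 37 deg C, given compound at single 50 µM final, then IGF (6 nM final) for 20 min at 37 deg C. Lysed; phospho-Akt Ser473 by HTRF after 24 h, 665/615 ratio.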
An asterisk follows results filed as active; i = inactive; ? = inconclusive; nt = no result given. Unless noted, calls follow the shape of the dose curve; as a rule, active = well fitted curve in the direction sought with a large enough effect; inconclusive = small, poorly fitted or top-dose-only effect, or another doubt; inactive = no such curve, though single readings can be large; an effect the other way counts as inactive or inconclusive.

1	Cc1ccc(C(O)c2ncc(-c3ccc4ccccc4c3)[nH]2)cc1F (configuration not stated)
2	O=c1cc(NC2CCCCC2)c2ccccc2o1
3	O=C(c1ccncc1)N1CCN(S(=O)(=O)c2cc(C(F)(F)F)cc(C(F)(F)F)c2)CC1
4	CCC1CN(C(=O)Nc2ccccc2C(F)(F)F)c2ccccc2O1 (configuration not stated)
5	O=C(Nc1ccccc1F)C1CCCN1S(=O)(=O)c1cccc2nsnc12 (configuration not stated)
6	Cc1ccc(C2NC(=O)c3ccccc3O2)cc1 (configuration not stated)
7	Cc1ccc(C(=O)Nc2nc(C(N)Cc3ccc(C(F)(F)F)cc3)cs2)cc1 (configuration not stated)
8	O=C(Nc1ccccc1)C1CC2CCC1C2 (configuration not stated)
9	Cc1ccc(NC(=O)CS(=O)CC(=O)N(CC(=O)NC2CCCC2)c2cc(C)ccc2C)cc1 (configuration not stated)
10	O=C(Nc1ccc2nc(SCC(=O)N3CCOCC3)sc2c1)c1cccc(F)c1
screen / no.	1	2	3	4	5	6	7	8	9	10
Nrf2 ARE act	1.3%	-0.3%	-0.1%	0.4%	0.3%	-0.1%	4.5%	0.1%	-0.1%	5.0%
MmCpn inh	nt	1%	0%	nt	-1%	1%	nt	3%	1%	nt
ATXN viability	i	i	i	nt	i	i	nt	i	i	nt
TGFb SMAD3 inh	-27%	-18%	?	-2%	-13%	1%	?	19%	-4%	0%
CCT modulator	-0.3	0.1	0.0	nt	-2.6	-0.4	-0.5	-0.5	-93*	nt
Nrf2 inh	nt	-4%	0%	?	23%	?	nt	7%	-21%	-14%
A549 viability	nt	3%	-10%	?	12%	1%	nt	-1%	-1%	-2%
HepG2 tox	-24%	-19%	-31%	0%	8%	0%	18µM*	-1%	-8%	-31%
Akt phos inh	i	nt	i	nt	i	i	i	i	i	nt

Part of the list above, tab-delimited.
nr	Compound	Nrf2 ARE act	MmCpn inh	ATXN viability	TGFb SMAD3 inh	CCT modulator	Nrf2 inh	A549 viability	HepG2 tox	Akt phos inh
8	O=C(Nc1ccccc1)C1CC2CCC1C2 (configuration not stated)	0.1%	3%	i	19%	-0.5	7%	-1%	-1%	i
9	Cc1ccc(NC(=O)CS(=O)CC(=O)N(CC(=O)NC2CCCC2)c2cc(C)ccc2C)cc1 (configuration not stated)	-0.1%	1%	i	-4%	-93*	-21%	-1%	-8%	i
10	O=C(Nc1ccc2nc(SCC(=O)N3CCOCC3)sc2c1)c1cccc(F)c1	5.0%	nt	nt	0%	nt	-14%	-2%	-31%	nt

(more compounds)
11	COc1cccc(-c2nc(C(N)=O)c3[nH]c(=O)n(-c4ccccc4)c3n2)c1OC
12	O=C1CCN(S(=O)(=O)c2ccccc2)CCN1CCOCc1ccc(F)cc1
13	COc1cccc(C(=O)NC2CCCc3c2cnn3-c2cc(C)cc(C)c2)c1 (configuration not stated)
14	CC(C)(C)c1ccc(C(=O)CSc2ncn[nH]2)cc1
15	O=C(Cn1c(=O)n(-c2ccc(Cl)cc2)c(=O)c2c3c(sc21)CCCCC3)Nc1cccc(Cl)c1
16	O=C(c1ccco1)N1CCN(Cc2cc(=O)c(OCc3ccccc3F)co2)CC1
17	O=C(c1ccco1)c1cn(CC(=O)N2CCCCC2)c2ccccc12
18	COc1ccc(-n2c(N)cc(=O)[nH]c2=O)cc1
19	COc1cc(OC)c(C(=O)OCC(=O)NC23CC4CC(CC(C4)C2)C3)cc1OC
20	Cc1ccc(C)c(NC(=O)C(c2ccccc2)N2CCN(CC(=O)N3CCOCC3)CC2)c1 (configuration not stated)
screen / no.	11	12	13	14	15	16	17	18	19	20
Nrf2 ARE act	0.2%	0.0%	-0.1%	?	0.5%	-0.6%	8.3%	0.6%	3.6%	3.2%
MmCpn inh	-1%	-11%	-1%	-2%	nt	0%	-2%	-1%	0%	-1%
ATXN viability	i	i	i	i	i	i	i	i	i	i
TGFb SMAD3 inh	-23%	5%	-18%	?	13%	6%	0%	-22%	3%	-7%
CCT modulator	-3.8	0.5	-1.1	0.5	nt	0.5	0.4	-1.2	-1.2	1.0
Nrf2 inh	-16%	0%	-8%	nt	9%	-8%	-10%	4%	-6%	-15%
A549 viability	-3%	0%	1%	23%	-4%	-11%	-6%	-1%	-4%	3%
HepG2 tox	1%	2%	-31%	-61%	5%	5%	-14%	-15%	2%	-21%
Akt phos inh	i	i	i	i	nt	i	i	i	i	i

21	O=C(CSc1nc(=O)n(Cc2ccncc2)c2c1CCC2)Nc1ccc(F)cc1F
22	N#CCCN(C(=O)CN1CCN(S(=O)(=O)c2ccc3c(c2)OCCO3)CC1)c1ccc(F)cc1
23	COc1ccc(NS(=O)(=O)c2cc(NC(=O)c3ccc(=O)[nH]c3)ccc2N2CCCC2)cc1
24	COc1ccccc1C(=O)N1c2ncnn2C2(CCCCC2)[C@@H]2CCCC[C@@H]21
25	COc1ccccc1N1CCN(C(=O)Cc2c(C(=O)O)[nH]c3ccc(Cl)cc23)CC1
26	Cc1ccccc1CC(=O)N1CCN(S(=O)(=O)c2ccc(Cl)s2)CC1
27	C[C@H]1CCC(=O)N([C@H](COc2ccccc2)Cc2ccccc2)CC1
28	Cn1nnc2cc(C(=O)NC(C)(C)C)ccc21
29	Cc1ccc(NS(=O)(=O)c2cccc(C(=O)NCCCN3CCOCC3)c2)cc1
30	O=C(c1cccs1)N(CC1CCCO1)c1nc(-c2ccccc2)cs1 (configuration not stated)
screen / no.	21	22	23	24	25	26	27	28	29	30
Nrf2 ARE act	0.4%	-0.4%	-0.1%	-0.2%	-0.9%	0.3%	0.0%	-0.4%	-0.5%	8.3%
MmCpn inh	nt	0%	0%	nt	0%	3%	0%	0%	1%	-13%
ATXN viability	i	i	?	i	i	i	?	i	i	i
TGFb SMAD3 inh	-5%	11%	-1%	15%	1%	18%	-24%	-10%	26%	-13%
CCT modulator	nt	-1.7	-1.8	nt	-0.2	-0.3	0.8	-0.5	-2.5	1.1
Nrf2 inh	nt	5%	2%	-3%	11%	?	7%	15%	-25%	3%
A549 viability	12%	12%	-18%	0%	-4%	-8%	-2%	1%	-6%	nt
HepG2 tox	7%	-17%	0%	-10%	0%	-26%	-13%	-44%	-11%	-24%
Akt phos inh	nt	i	i	nt	i	i	i	i	i	i

31	C=CCNc1nnc(SCC(=O)N2CCCCC2)c2ccccc12
32	O=C(CC1NCCc2ccccc21)Nc1ccc(Cl)cc1 (configuration not stated)
33	Cc1cccc2c3c([nH]c12)C(=O)CC(C)(C)S3
34	NC(=O)c1cccc2ccccc12
35	CC1C(=O)NC(=O)C1c1ccccc1 (configuration not stated)
36	COc1ccc(NC(=O)C(C)Sc2nnc3c4c(nc(-c5ccc(OC)cc5)n23)CC(C)(C)OC4)cc1 (configuration not stated)
37	Cc1cccc(N2CCN(CC(=O)Nc3ccc(S(=O)(=O)N4CCOCC4)cc3)CC2)c1C
38	Cc1nc2nc(CNC(=O)OC(C)(C)C)nn2c(C)c1CCC(=O)NCc1ccccc1Cl
39	CCc1nc2ccc(C(=O)Nc3ccc(C(=O)N(C)C)cc3)cn2c1N(C)CCCc1ccccc1
40	O=C(c1ccco1)N1CCN(C(=O)c2nn3cccnc3c2Cl)CC1
screen / no.	31	32	33	34	35	36	37	38	39	40
Nrf2 ARE act	0.4%	7.9%	0.4%	-0.2%	0.4%	3.4%	0.5%	0.7%	4.2%	0.2%
MmCpn inh	-11%	-15%	-8%	2%	0%	-6%	1%	nt	nt	-23%
ATXN viability	i	i	nt	i	i	i	i	i	28µM*	i
TGFb SMAD3 inh	-19%	13%	?	-14%	5%	18%	?	19%	-6%	5%
CCT modulator	-1.6	2.4	-0.6	0.3	-2.0	-1.0	0.0	nt	-0.4	-0.5
Nrf2 inh	-27%	?	-1%	-11%	8%	-3%	16µM*	1%	nt	1%
A549 viability	-9%	2%	5%	5%	-5%	1%	-14%	-5%	nt	-2%
HepG2 tox	-2%	-38%	-32%	-5%	1%	-12%	-10%	1%	-20%	-9%
Akt phos inh	i	i	i	i	i	i	i	nt	i	i

41	COc1ccc(CNC(=O)c2ccc(NC(=O)N3CCSc4ncccc43)cc2)cc1
42	COc1ccc(OC)c(NC(=O)C2CCN(S(=O)(=O)c3c(C)noc3C)CC2)c1
43	COc1ccccc1C(=O)Nc1sc(C(=O)N2CCCC2)c(C)c1C#N
44	O=S(=O)(c1c(Cl)sc(Cl)c1Br)N1CCCC1
45	COc1ccc(C2CC(c3cccs3)=NN2S(=O)(=O)c2ccc(C)cc2)cc1 (configuration not stated)
46	Cc1cc(NC(=O)C(C)N2C(=O)c3ccccc3S2(=O)=O)no1 (configuration not stated)
47	COCCNC(=O)CSc1nc2cc(OC)c(OC)cc2c(=O)n1Cc1ccco1
48	O=S(=O)(c1ccc2[nH]c3c(c2c1)CCCCC3)N1CCN(c2cccc(Cl)c2)CC1
49	CCOc1ccc(/C(O)=C2/C(=O)C(=O)N(CC3CCCO3)C2c2ccco2)cc1 (configuration not stated)
screen / no.	41	42	43	44	45	46	47	48	49
Nrf2 ARE act	-0.6%	0.5%	0.0%	3.4%	-0.7%	0.3%	-0.5%	1.4%	0.7%
MmCpn inh	nt	-3%	0%	-2%	nt	1%	2%	nt	-8%
ATXN viability	nt	i	i	i	i	i	i	i	i
TGFb SMAD3 inh	0%	-3%	-6%	-27%	-12%	1%	-16%	?	-11%
CCT modulator	nt	3.6	-1.7	-0.1	2.2	-0.8	-2.7	nt	-1.9
Nrf2 inh	1%	1%	?	-11%	14%	4%	-2%	?	13%
A549 viability	0%	2%	2%	-1%	1%	1%	5%	-3%	0%
HepG2 tox	-7%	-14%	-3%	-17%	-5%	3%	-15%	-1%	3%
Akt phos inh	nt	i	i	i	i	i	i	nt	i

Source: PubChem BioAssay

An unsorted share of the library. About 4.4% of those tested had a hit in this group.
